Screening data: PubChem BioAssay, National Center for Advancing Translational Sciences (NCATS)
Vif-A3G inh: inhibitors of Vif-APOBEC3G interaction; Q9HC16; HeLa A3G-eYFP + Vif (tagged APOBEC3G with the HIV-1 protein that degrades it), YFP fluorescence, overnight; Potency, µM (titrated, usually from 46.1 µM), for inactives: at the top dose activity, negative = active, most hits filed as inhibitors; 410,000 tested, 0.076% active;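 also: potency is read from the fitted curve at half-maximal effect; % is scaled to controls: 0 for no effect and ±100 for the full control effect; nearly all actives have a fitted effect of over 60% in size; hits raise eYFP signal because A3G escapes Vif-driven loss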
Target sequence (Q9HC16 whole entry, looked up): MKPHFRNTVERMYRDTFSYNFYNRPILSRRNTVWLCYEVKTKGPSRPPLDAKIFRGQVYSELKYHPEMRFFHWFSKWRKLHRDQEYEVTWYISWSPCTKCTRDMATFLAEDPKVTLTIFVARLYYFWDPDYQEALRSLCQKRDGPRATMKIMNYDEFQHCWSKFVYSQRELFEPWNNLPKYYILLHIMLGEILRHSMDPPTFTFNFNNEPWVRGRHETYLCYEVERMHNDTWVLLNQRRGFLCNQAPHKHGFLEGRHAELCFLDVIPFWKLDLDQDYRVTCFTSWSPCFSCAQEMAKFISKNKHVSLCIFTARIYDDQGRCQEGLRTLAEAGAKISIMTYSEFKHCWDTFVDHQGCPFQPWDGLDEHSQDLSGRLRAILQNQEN
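HeLa cells stably expressing Vif and C-terminally eYFP-tagged A3G, seeded overnight at 37 deg C, then exposed to compound by pintool overnight at 37 deg C. Rise in yellow fluorescence (Ex 488/Em 500-530, Acumen) marks blocked Vif-driven A3G degradation.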
TrxR1 substrate: rat thioredoxin reductase 1 substrate activity; purified TrxR1 substrate turnover, NADPH consumption readout; Potency, µM (doses to about 114 µM), inactives show at the highest dose activity change, negative = substrate turnover; 390,000 tested, 0.01% active; also: potency is read from the fitted curve at half-maximal effect; % is scaled to controls: 0 for no effect and ±100 for the full control effect; nearly all actives have a fitted effect of over 50% in size
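Rat TrxR1, dispensed at 90 nM, was prereduced with 400 uM NADPH (final) for 5 min at ~22 deg C, then incubated with compound 15 min before 400 uM selenite. A first-read NADPH fluorescence drop versus no-compound background flagged substrates.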
RGS4 inh: inhibitors of human regulator of G protein signaling 4; Transcreener GDP fluorescence polarization, RGS4-accelerated GTP hydrolysis; Potency, µM (doses to about 114 µM), without a hit: at the top dose activity change, negative = inhibition, usual class: inhibitors; 390,000 tested, 0.039% active; AID 504845; also: potency is read from the fitted curve at half-maximal effect; % is scaled to controls: 0 for no effect and ±100 for the full control effect; nearly all actives have a fitted effect of over 75% in size; some results filed as inactive show a strong effect at the top dose
Target sequence (P49798 whole entry, looked up): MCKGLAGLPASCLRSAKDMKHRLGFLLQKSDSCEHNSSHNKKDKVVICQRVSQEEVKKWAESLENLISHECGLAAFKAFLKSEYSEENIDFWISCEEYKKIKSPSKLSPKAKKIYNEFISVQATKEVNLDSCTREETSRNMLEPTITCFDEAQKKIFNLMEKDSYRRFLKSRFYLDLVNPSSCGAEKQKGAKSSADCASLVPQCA
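MLSMR compounds (23 nl, pin-transferred) preincubated 10 min at room temperature with a 500nM (2x) first reagent, then RGS4 at 900nM (2x) plus Transcreener GDP mix added; fluorescence polarization (620/688 nm) read before and after 90 min at 30 °C.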
USP1 inh: inhibitors of human USP1/UAF1 deubiquitinase. O94782. recombinant USP1/UAF1, Ub-Rhodamine cleavage fluorescence. Potency, µM (titrated, usually from 57.1 µM), without a hit: at the highest dose activity change, negative = inhibition, actives largely listed as inhibitors. 390,000 tested, 0.23% active. AID 743255; also: potency is read from the fitted curve at half-maximal effect; % is scaled to controls: 0 for no effect and ±100 for the full control effect; nearly all actives have a fitted effect of over 60% in size; inactives centre near -12
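Step one: compound is pinned into 1nM USP1/UAF1 in HEPES pH 7.8 buffer with TCEP. Step two: 15 min room-temperature incubation. Step three: Ub-Rho (150nM final) starts cleavage, tracked by fluorescence over six one-minute reads.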
mIDH1 inhibitor: human IDH1 R132H inhibition; O75874; IDH1-R132H enzyme, NADPH consumption, diaphorase/resazurin fluorescence; Potency, µM (highest dose often 76.6 µM), for the others: at the top dose activity change, negative = inhibition, usual class: inhibitors; 390,000 tested, 0.093% active; also: potency is read from the fitted curve at half-maximal effect; % is scaled to controls: 0 for no effect and ±100 for the full control effect; nearly all actives have a fitted effect of over 65% in size
Target sequence (O75874 whole entry R132H, stated change not applied): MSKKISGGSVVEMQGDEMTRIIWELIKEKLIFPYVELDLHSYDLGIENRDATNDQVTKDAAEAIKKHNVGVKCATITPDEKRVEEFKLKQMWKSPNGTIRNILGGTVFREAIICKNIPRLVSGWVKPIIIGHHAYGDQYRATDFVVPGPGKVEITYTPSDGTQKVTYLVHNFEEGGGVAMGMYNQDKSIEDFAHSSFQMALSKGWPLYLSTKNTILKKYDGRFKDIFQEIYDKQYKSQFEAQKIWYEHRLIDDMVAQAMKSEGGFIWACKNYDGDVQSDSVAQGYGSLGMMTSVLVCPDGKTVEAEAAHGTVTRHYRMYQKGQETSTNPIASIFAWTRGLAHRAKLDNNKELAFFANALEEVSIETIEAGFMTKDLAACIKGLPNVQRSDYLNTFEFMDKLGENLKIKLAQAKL
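IDH1-R132H (0.5 ug/mL dispensed) in pH 7.5 Tris buffer was preincubated 30 min with compound, then given a substrate mix of 0.016 mM NADPH and 2 mM alpha-KG for 80 min at room temperature; remaining NADPH was read by diaphorase/resazurin fluorescence.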
Glioma ERSR ind: inducers of ER stress response in human glioma cells; Potency, µM, inactives show top-dose activation, most hits filed as activators; AID 602332; U87-MG GRP78 promoter luciferase reporter, 16 h; 420,000 tested, 0.02% active; also: potency is read from the fitted curve at half-maximal effect; series mostly up to about 76 µM; % of control where 0% means no effect; nearly all actives have a fitted effect of over 35% in size
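Stably transfected U87-MG glioma cells carrying a GRP78-based luciferase sensor; 16 h compound incubation. Luminescence end-point read 10 min after Bright-Glo addition at room temperature.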
LDHA block: LDHA (human) enzyme inhibition; P00338; purified LDHA, NADH/diaphorase-resazurin fluorescence; hits give low values; activity change, % (values are at about 110 or 230 µM); 480,000 tested, 0.15% active; AID 1347041; in the data active = activity change below about -30%; inconclusive = mostly about -25% to -30%;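 also: plate controls were DMSO wells for no effect and wells without enzyme for full effect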
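Resorufin fluorescence (ex540/em590), read at 0 and 20 min after diaphorase/resazurin addition, reports the NADH left after a 5 min room-temperature reaction of 2 nM human LDH5 with 0.06 mM NADH and 0.2 mM pyruvate.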
Vif-A3F inh: Vif-A3F binding inhibition; 390,000 tested, 0.2% active; HeLa A3F-eYFP + Vif (tagged APOBEC3F with the HIV-1 protein that degrades it), YFP fluorescence increase; AID 602313; Potency, µM (titrated, usually from 46.1 µM), for inactives: top-dose activity, negative = active; also: potency is read from the fitted curve at half-maximal effect; % of control where 0% means no effect; nearly all actives have a fitted effect of over 65% in size
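HeLa cells stably expressing A3F-eYFP plus Vif, plated and incubated overnight at 37 deg C, then exposed to compounds overnight at 37 deg C. Blocked degradation read as raised yellow fluorescence (Ex 488/Em 500-530).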
rTrxR1 inhibitor: blocks rat thioredoxin reductase 1; AID 588453; 390,000 tested, 1% active; O89049; recombinant rTrxR1, NADPH fluorescence consumption, selenite substrate; Potency, µM (series often up to 114 µM), for the others: at the top dose activity change, negative = inhibition, most hits filed as inhibitors; also: potency is read from the fitted curve at half-maximal effect; % is scaled to controls: 0 for no effect and ±100 for the full control effect; nearly all actives have a fitted effect of over 65% in size
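Rat TrxR1 (90 nM in the dispensed reagent) was pre-reduced with 400 uM NADPH for 5 min at room temperature, then incubated with compound for 15 min. After 400 uM selenite was added, NADPH fluorescence (Ex 340/Em 450 nm) was followed for 8 min.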
Starred values were filed as active, the others as inactive; ? = inconclusive; · = no result given; & = joins results of further samples; [ ] = remark or other dose. Unless noted, calls follow the shape of the dose curve; as a rule, active = well fitted curve in the direction sought with a large enough effect; inconclusive = small, poorly fitted or top-dose-only effect, or another doubt; inactive = no such curve, though single readings can be large; an effect the other way counts as inactive or inconclusive. Not all compounds are listed, so the mix of outcomes need not match the whole.

SMILES	Vif-A3G inh	TrxR1 substrate	RGS4 inh	USP1 inh	mIDH1 inhibitor	Glioma ERSR ind	LDHA block	Vif-A3F inh	rTrxR1 inhibitor
CCc1ccccc1NC(=O)Nc1ccc(F)cc1	-9%	-20%	-5%	-15%	0%	-2%	-10&-13	9%	-25%
O=C(CCN1Cc2ccccc2C1)c1ccc2c(c1)OCCO2	-13%	-4%	-49%	-13%	-2%	-3%	0	0%	0.32µM*
Cc1ccc(S(=O)(=O)c2nc(-c3ccccc3Cl)oc2N2CCN(C)CC2)cc1	1%	7%[57.1 µM]	-2%	-11%	1%	-5%	-10	-7%	10%[57.1 µM]
Cc1ccc(NC(=O)CCN2CCN(CCO)CC2)cc1	0%	17%	-26%	-22%	9%	-1%	0	2%	18%
NC(=S)N1OC[C@@H]2COc3ccc4ccccc4c3[C@@H]21	-2%	-3%[57.1 µM]	13%	-26%	8%	-1%	-4	4%	-2%[57.1 µM]
COc1ccc(C(=O)Nc2cc(OC)c(NC(=O)c3ccco3)cc2OC)cc1	-6%	-4%	-32%	-17%	5%	-1%	18	1%	-26%
CCCN1CC23C=CC(O2)C(C(=O)O)C3C1=O (stereo not drawn)	0%	7%	-38%	-9%	13%	-5%	4	-4%	10%[57.1 µM]
Cc1ccnc(NS(=O)(=O)c2ccc(NC(=O)CCS(=O)(=O)c3ccccc3)cc2)n1	-6%	5%	5%	-20%	-4%	-4%	-2	0%	16%
COC(=O)c1c(NC(=O)C(=O)NCCCN2CCOCC2)sc2c1CC(C)(C)OC2	-1%	-3%	23%	-16%	9%	4%	-4	1%	8%
CC(C)=NOC(=O)c1c(C)noc1-c1snnc1C	-3%	8%[57.1 µM]	0%	10%	11%	-4%	-4	3%	12%[57.1 µM]
O=C(O)c1cc(N2C(=O)C=CC2=O)cc(N2C(=O)C=CC2=O)c1	1%	-3%	-116%	-7%	-3%	-4%	-3	1%	0.22µM*
CCOC(=O)N1CCC(N(CCN(C)C)C(=S)Nc2ccc(Oc3ccccc3)cc2)CC1	-2%	-7%	-42%	-13%	0%	-8%	-9	-2%	15%
Cn1cccc1C(=O)NC(=O)COC(=O)CNC(=O)CNC(=O)c1ccc(Cl)cc1Cl	-4%	-4%	-42%	-15%	-1%	-9%	1	13%	5%
O=S1(=O)CCN(Cc2ccncc2)CC1	10%	·	·	-15%	15%	-3%	-3	-4%	·
Cn1c2ccc(Br)cc2c2nnc(SCC(=O)O)nc21	-1%	-7%	-27%	-22%	-6%	-1%	-3	-12%	10%

As a working copy, 3 of the compounds above:
SMILES	Vif-A3G inh	TrxR1 substrate	RGS4 inh	USP1 inh	mIDH1 inhibitor	Glioma ERSR ind	LDHA block	Vif-A3F inh	rTrxR1 inhibitor
Cn1cccc1C(=O)NC(=O)COC(=O)CNC(=O)CNC(=O)c1ccc(Cl)cc1Cl	-4%	-4%	-42%	-15%	-1%	-9%	1	13%	5%
O=S1(=O)CCN(Cc2ccncc2)CC1	10%	·	·	-15%	15%	-3%	-3	-4%	·
Cn1c2ccc(Br)cc2c2nnc(SCC(=O)O)nc21	-1%	-7%	-27%	-22%	-6%	-1%	-3	-12%	10%

Going on with the list.
SMILES	Vif-A3G inh	TrxR1 substrate	RGS4 inh	USP1 inh	mIDH1 inhibitor	Glioma ERSR ind	LDHA block	Vif-A3F inh	rTrxR1 inhibitor
COC(=O)c1ccccc1N=Nc1c(N)[nH][nH]c1=O	1%	-2%	-18%	-18%	0%	1%	8	13%	8%
CCOC(=O)Cc1csc(-n2sc3ccccc3c2=O)n1	-2%	-3%	-135%	?	3%	-6%	-7	-11%	43%[activator]
COc1cccc(OCC(=O)Nc2cc(NC(=O)COc3cccc(OC)c3)cc(C(=O)O)c2)c1	-1%	3%	-28%	-6%	-3%	-1%	-3	-2%	8%
CC1CC(=O)N(c2ccc(NCc3ccc(Cl)cc3)c([N+](=O)[O-])c2)C1=O (stereo not drawn)	0%	1%	13%	-22%	-1%	-4%	-3	2%	13%
O=C(CCNc1n[nH]c(=O)[nH]c1=O)N/N=C\c1ccc(Br)cc1	-4%	1%	21%	-4%	-13%	3%	-2	-1%	5%
Cc1c(NC(=O)c2c(F)cccc2F)c(=O)n(-c2ccccc2)n1C	0%	-10%	-11%	-9%	1%	-4%	-5	3%	30%[57.1 µM]
CCOC(=O)C1=C(CS(=O)(=O)c2ccc(Cl)cc2)NC(=O)NC1c1ccc(O)c(OC)c1 (stereo not drawn)	5%	0%	10%	-23%	-6%	2%	-4	0%	11%
COc1ccc(CC(=O)Nc2ccc(-c3nnc(-c4ccccc4)o3)cc2)cc1	-7%	27%	-1%	0%	0%	1%	-8	-3%	0%
COCCNC(=S)N(Cc1cc2cc(C)ccc2n2nnnc12)C1CCCC1	0%	-2%	-30%	-4%	-2%	-2%	-4	-13%	-1%
CC(=O)N(CN1C(=O)c2ccccc2C1=O)c1ccccc1	0%	-6%	-3%	-11%	14%	-5%	-5	·	-5%
CCn1c(O)c(C=NCc2ccccc2)sc1=S	-5%	-13%	13%	-23%	0%	5%	-6	2%	-12%
CC(C)(C)C(=O)Nc1nc2c(s1)COc1ccccc1-2	-12%	-2%[57.1 µM]	-12%	-31%	3%	6%	0	10%	7%[57.1 µM]
Cc1ccc2nc(NCCCNC(=O)c3cnccn3)c(C#N)cc2c1	0%	14%	-9%	-20%	4%	-3%	-2	1%	-5%
O=C(Cc1c(Cl)cccc1Cl)Nc1ccc(S(=O)(=O)Nc2ncccn2)cc1	2%	5%[0.457 µM]	-12%	?	-4%	1%	-8	6%	15%
O=C1Nc2cc(C(=O)N3CCC(N4CCCCC4)CC3)ccc2S/C1=C\c1ccccc1	-17%	2%	10%	-11%	-1%	-6%	-7	10%	14%
O=C(CN1CCN(S(=O)(=O)c2ccc(F)c(Cl)c2)CC1)N1CCc2ccccc2C1	1%	-1%	-16%	-19%	-2%	-6%	-1	5%	-6%
O=C(Nc1ccc(Cl)cc1F)C1CCCN(C2=NS(=O)(=O)c3ccccc32)C1 (stereo not drawn)	0%	-1%	-14%	-7%	-3%	-3%	-11	-8%	9%
CCc1ccccc1NC(=O)CN(C)C(=O)c1cc(C2CC2)nn1-c1ccccc1	2%	-10%	15%	-2%	2%	-3%	-9	-4%	9%
CN(C)C/C(Cl)=C(\Cl)c1ccccc1	-4%	-7%	-6%	-16%	8%	-2%	-2	3%	?
CCCS(=O)(=O)c1nc(S(=O)(=O)c2ccc(C)cc2)c(NCc2ccco2)s1	2%	-13%	-35%	-22%	0%	-6%	-1	6%	?
COc1cc2c(cc1OC)C(c1ccc(N(C)C)cc1)CC(=O)N2 (stereo not drawn)	-5%	1%	8%	-14%	6%	0%	12	3%	-10%
Cc1ccc(C)c(Nc2nc(N)c3ccccc3n2)c1	0%	-10%	-19%	-8%	-6%	-5%	-4	4%	-5%
Cc1ccc(S(=O)(=O)Nc2n[nH]nc2C(=O)NC2CCCCC2)cc1	-2%	-1%[57.1 µM]	3%	-8%	0%	-3%	-5	-8%	-3%[57.1 µM]
Cc1cc(C)nc(NS(=O)(=O)c2ccc(NC(=O)c3ccccc3Br)cc2)n1	-9%	·	·	4%	-6%	-4%	-6	-5%	·
C=CCNC(=O)c1ccc(C(=O)c2ccccc2)cc1	1%	4%	6%	-20%	11%	4%	-7	-4%	6%
CC(=O)c1cccc(NC(=O)c2cc(=O)[nH]c3ccc(S(=O)(=O)N4CCOCC4)cc23)c1	1%	-5%	-12%	-6%	4%	-4%	2	-5%	-13%
CCOc1ccc2nc(C)cc(Nc3ccc4c(c3)OCCO4)c2c1	-22%	0%	4%	-2%	1%	-13%	0	-15%	10%[0.457 µM]
COc1ccc(S(=O)(=O)N2CCN(C(=O)CN3C(=O)NC(C)(c4ccc5ccccc5c4)C3=O)CC2)cc1 (stereo not drawn)	2%	-3%	13%	-20%	4%	-1%	0	-3%	2%
OC(CNCc1ccccc1)Cn1ccc2ccccc21 (stereo not drawn)	6%	0%	-4%[11.4 µM]	-7%	6%	-2%	-6	1%	-4%
CCOC(=O)c1cn(CC(=O)Nc2ccccc2C(=O)OCC)nn1	1%	4%	48%	-3%	3%	0%	-10	4%	12%
Cc1ccc(C)c(SCC(=O)NNC(=O)c2csc(N3CCOCC3)n2)c1	-6%	2%	8%	-19%	-15%	-2%	-4	-10%	14%
COC(=O)C[C@H]1C[C@H]2c3cc(NC(=O)CC4CC4)ccc3O[C@H]2[C@H](CO)O1	-10%	·	·	?	3%	-2%	1	1%	·
Cc1ccc(C)c(NC(=O)CNC(=O)N2CC(=O)Nc3ccccc32)c1	1%	4%	14%[11.4 µM]	-8%	-1%	-3%	-3	-7%	25%
COc1ccc(Cl)cc1NC(=O)CN(C)C(=O)Cn1cnnn1	1%	6%[11.4 µM]	-54%	-4%	6%	-3%	-1	12%	-5%[11.4 µM]
Oc1cc2c(cc1CN1CCN(c3cccc(C(F)(F)F)c3)CC1)CCC2	0%	3%	1%	-26%	7%	-4%	-1	-4%	10%
Cc1ccccc1CNCCCSc1nnnn1-c1ccccc1	-4%	2%	4%	-10%	-15%	-2%	-2	1%	14%
